Screening data as filed in PubChem.
ULK1 inh – human ULK1 kinase inhibition, primary screen | 30,000 tested, 1.9% active | AlphaScreen Atg13 phosphorylation by ULK1, luminescence | AID 1259251 | inhibition, % at 5.96 µM | O75385; in the data active = inhibition above about 43%;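 also: 0% = median of compound wells and 100% = no enzyme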
ASK1 inh – human ASK1 kinase inhibition, primary screen; Q99683; inhibition, % at 7.44 µM; 22,000 tested, 0.99% active; AlphaScreen MKK6 phosphorylation by ASK1, luminescence; in the data active = inhibition above about 35%;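 also: 0% = median of compound wells and 100% = no enzyme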
Target sequence (Q99683 whole entry, looked up): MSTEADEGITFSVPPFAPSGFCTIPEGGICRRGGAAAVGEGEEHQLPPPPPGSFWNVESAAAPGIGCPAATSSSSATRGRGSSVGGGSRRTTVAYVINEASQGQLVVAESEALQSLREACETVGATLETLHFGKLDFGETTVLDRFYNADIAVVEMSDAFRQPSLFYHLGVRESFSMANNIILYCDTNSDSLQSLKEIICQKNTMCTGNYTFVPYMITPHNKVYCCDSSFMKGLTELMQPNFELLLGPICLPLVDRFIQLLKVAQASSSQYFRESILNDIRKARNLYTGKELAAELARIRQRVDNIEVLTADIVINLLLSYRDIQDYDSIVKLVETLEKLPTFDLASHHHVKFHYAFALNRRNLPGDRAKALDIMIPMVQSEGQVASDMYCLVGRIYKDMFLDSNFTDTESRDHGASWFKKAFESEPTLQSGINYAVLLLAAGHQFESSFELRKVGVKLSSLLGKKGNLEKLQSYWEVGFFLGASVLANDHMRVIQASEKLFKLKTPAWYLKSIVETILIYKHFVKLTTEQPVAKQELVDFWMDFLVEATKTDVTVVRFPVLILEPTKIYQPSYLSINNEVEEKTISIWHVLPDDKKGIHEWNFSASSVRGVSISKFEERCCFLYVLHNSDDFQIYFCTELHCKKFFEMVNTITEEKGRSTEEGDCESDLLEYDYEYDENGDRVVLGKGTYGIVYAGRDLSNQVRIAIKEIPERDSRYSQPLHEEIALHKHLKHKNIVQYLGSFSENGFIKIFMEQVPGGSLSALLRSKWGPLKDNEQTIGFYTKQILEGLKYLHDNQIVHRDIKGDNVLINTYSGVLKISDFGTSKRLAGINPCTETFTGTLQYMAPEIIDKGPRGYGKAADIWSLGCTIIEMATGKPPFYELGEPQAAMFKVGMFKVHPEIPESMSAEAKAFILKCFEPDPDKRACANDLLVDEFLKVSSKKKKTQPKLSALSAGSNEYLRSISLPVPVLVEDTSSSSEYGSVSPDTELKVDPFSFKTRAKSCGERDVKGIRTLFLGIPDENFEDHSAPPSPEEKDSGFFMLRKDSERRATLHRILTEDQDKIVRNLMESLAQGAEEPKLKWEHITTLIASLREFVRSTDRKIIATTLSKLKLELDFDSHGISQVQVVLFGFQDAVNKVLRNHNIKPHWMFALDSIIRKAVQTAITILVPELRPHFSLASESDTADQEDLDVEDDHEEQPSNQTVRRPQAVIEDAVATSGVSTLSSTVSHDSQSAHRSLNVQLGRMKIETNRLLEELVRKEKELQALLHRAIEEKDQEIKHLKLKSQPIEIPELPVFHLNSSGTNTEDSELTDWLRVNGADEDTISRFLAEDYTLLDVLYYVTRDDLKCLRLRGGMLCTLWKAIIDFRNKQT
An asterisk follows results filed as active; . = no result given. An unsorted share of the library, and some 3% of all compounds hit somewhere here.

SMILES | ULK1 inh | ASK1 inh
COc1cc(NC(=O)c2cccc(-n3cc(NC(=S)Nc4ccccc4Cl)cn3)c2)cc(OC)c1OC | -24 | 5
O=C(NCc1cccnc1)c1cnc(Nc2ccccc2)s1 | 22 | -4
CN(C)c1cc2c(cnn2-c2cccc(C(=O)NCCN3CCOCC3)c2)cc1N | -6 | 8
CC(C)n1cnc2c(N)nc(N3CCCC3CO)nc21 (stereo unspecified) | 13 | 10
CCN(CC)c1nc(NCc2cccnc2)nc(N2CCc3ccccc3C2)n1 | -9 | 6
CN1CCN(c2ccc(-c3cncc(C(=O)Nc4ccc(Oc5ccccc5)cc4)c3)cc2)CC1 | -3 | 7
O=C(NCCN1CCOCC1)c1cccc(-n2cc(NC(=O)C3CC(c4ccccc4O)=NO3)cn2)c1 (stereo unspecified) | 5 | 3
Nc1nc(N2CCCC2CO)nc2c1ncn2C1CCCCC1 (stereo unspecified) | -3 | -1
Cn1ccc(-c2nc(Nc3ccc(-n4cnc(N5CCOCC5)n4)cc3)ncc2Cl)n1 | 14 | 2
CN1CCN(C(=O)c2ccc(-c3nc4ccc(C(=O)NCCOc5ccccc5)cc4s3)cc2)CC1 | -16 | 1
COc1ccc(-c2ccc(Nc3nccc(-c4cc(C#N)cc(N5CCOCC5)c4)n3)cc2)cn1 | -4 | -2
COc1cc(Nc2nc(-c3ccc(N4CCOCC4)nc3)ncc2C)cc(OC)c1OC | 89* | 9
NC(=O)c1ccc(-c2cc(C(=O)NCCN3CCOCC3)ccn2)cc1 | -12 | 10
C/C(=C\C(=O)c1ccccc1)NNc1nc2ccccc2s1 | -2 | .
N[C@@H](Cc1ccc(Br)cc1)C(=O)N1CC[C@@H](C(=O)Nc2ccc3[nH]ncc3c2)C1 | -7 | 9
Cn1nccc1Nc1cc(C(=O)NCCc2ccc(O)cc2)ccn1 | -3 | 6
COc1ccc(-c2cc(NCc3cccc(C(F)(F)F)c3)ncn2)cc1 | -9 | 1
COc1cc(NC(=O)Cc2cn(-c3ccc(Nc4ccncn4)nn3)c3ccccc23)cc(OC)c1OC | 28 | 2
O=C(c1ccccn1)N1CCCN(S(=O)(=O)c2cccc3cnccc23)CC1 | -12 | 4
COc1ccc(-c2nc(NCc3nc4ccccc4[nH]3)c3ncn(C4CCCCC4)c3n2)cn1 | -9 | -5
c1ccc(-c2cc(N3CCC4(CC3)OCCO4)nc(-c3cccnc3)n2)cc1 | -8 | .
Nc1nc(NCCCN2CCCC2=O)cc(NCCCN2CCCC2=O)n1 | -10 | -1
OC[C@H]1O[C@@](CO)(O[C@H]2O[C@H](CO)[C@@H](O)[C@H](O)[C@H]2O)[C@@H](O)[C@@H]1O | 1 | .
O=C(CSC(=S)N1CCCC1)c1ccc([N+](=O)[O-])cc1 | 3 | .
Cc1cnc(Nc2ncccn2)nc1Nc1ccc(N2CCOCC2)cc1 | 11 | -4

Filtered by structure: the entries above containing an aryl methoxy group.
SMILES | ULK1 inh | ASK1 inh
COc1cc(NC(=O)c2cccc(-n3cc(NC(=S)Nc4ccccc4Cl)cn3)c2)cc(OC)c1OC | -24 | 5
COc1ccc(-c2ccc(Nc3nccc(-c4cc(C#N)cc(N5CCOCC5)c4)n3)cc2)cn1 | -4 | -2
COc1cc(Nc2nc(-c3ccc(N4CCOCC4)nc3)ncc2C)cc(OC)c1OC | 89* | 9
COc1ccc(-c2cc(NCc3cccc(C(F)(F)F)c3)ncn2)cc1 | -9 | 1
COc1cc(NC(=O)Cc2cn(-c3ccc(Nc4ccncn4)nn3)c3ccccc23)cc(OC)c1OC | 28 | 2
COc1ccc(-c2nc(NCc3nc4ccccc4[nH]3)c3ncn(C4CCCCC4)c3n2)cn1 | -9 | -5

Retrieved by compound from the list above:
SMILES | ULK1 inh | ASK1 inh
C/C(=C\C(=O)c1ccccc1)NNc1nc2ccccc2s1 | -2 | .
CC(C)n1cnc2c(N)nc(N3CCCC3CO)nc21 (stereo unspecified) | 13 | 10
Nc1nc(NCCCN2CCCC2=O)cc(NCCCN2CCCC2=O)n1 | -10 | -1
O=C(NCc1cccnc1)c1cnc(Nc2ccccc2)s1 | 22 | -4
COc1cc(NC(=O)c2cccc(-n3cc(NC(=S)Nc4ccccc4Cl)cn3)c2)cc(OC)c1OC | -24 | 5
N[C@@H](Cc1ccc(Br)cc1)C(=O)N1CC[C@@H](C(=O)Nc2ccc3[nH]ncc3c2)C1 | -7 | 9

The listing picks up, starting 3 compounds before the break.
SMILES | ULK1 inh | ASK1 inh
OC[C@H]1O[C@@](CO)(O[C@H]2O[C@H](CO)[C@@H](O)[C@H](O)[C@H]2O)[C@@H](O)[C@@H]1O | 1 | .
O=C(CSC(=S)N1CCCC1)c1ccc([N+](=O)[O-])cc1 | 3 | .
Cc1cnc(Nc2ncccn2)nc1Nc1ccc(N2CCOCC2)cc1 | 11 | -4
Cn1c(Nc2cc(C(=O)NC3CC3)ccn2)nc2ccccc21 | 12 | 1
Cc1cc(NC2CCN(Cc3ccccc3)CC2)nc(Cl)n1 | -5 | -28
CC(C)CNC(=O)Cc1csc(NC(=O)C(C)(C)C)n1 | 2 | .
Cc1cc2c(NC(=O)[C@H]3CC[C@@H](N)C3)cccc2nn1 | 2 | -1
NC(c1ccc(Cl)cc1)c1nc(-c2ccncc2)no1 (stereo unspecified) | 2 | -4
COc1cc(Nc2nc(NCc3ccc4c(c3)OCO4)nc3c2ncn3Cc2ccc(C(F)(F)F)cc2)cc(OC)c1OC | -19 | 2
Nc1cc(Nc2ccc3ncccc3c2)ncn1 | 1 | -1
CN1CCN(c2ccc(-c3nc4ccc(C(=O)NCc5nc6ccccc6[nH]5)cc4s3)cc2)CC1 | 7 | -48
CC(CN(C)C)CN1c2ccccc2CCc2ccccc21 (stereo unspecified) | 12 | .
Clc1nc(NCc2ccccc2)c2ncn(-c3ccccc3)c2n1 | -6 | -9
COc1ccc2oc(=O)c(C(=O)NCCCN3CCOCC3)cc2c1 | 6 | .
CC(C)n1cnc2c(NCc3nc4ccccc4[nH]3)nc(Nc3cccc(N(C)C)c3)nc21 | 12 | -1
O=C(NCCO)c1ccc2nc(NC3CCN(Cc4ccccc4)CC3)sc2c1 | -2 | -5
O=S(=O)(O)c1cc(O)c2c(N=Nc3ccc(Nc4ccccc4)c4c(S(=O)(=O)O)cccc34)cc(S(=O)(=O)O)cc2c1 | 14 | .
O=C(NCCOc1ccccc1)c1ccc2nc(NC3CCN(Cc4ccccc4)CC3)sc2c1 | -11 | 5
O=C(NC1CC1)c1ccc(-c2ccc(C(=O)NCc3cccc(C(F)(F)F)c3)s2)cc1 | 7 | 5
CCN(CC)c1nc(NCc2cccnc2)nc(Nc2ccc(NC(C)=O)cc2)n1 | -3 | 8
CCOC(=O)c1ccc(NC(=O)c2cn(C)c3c(=O)n(Cc4ccccc4)c(=O)[nH]c23)cc1 | 8 | .
CC(C)n1cnc2c(Nc3ccccc3)nc(Nc3ncccn3)nc21 | 10 | -6
CN1CCN(c2ccc(-c3cccc(C(=O)NCc4cccnc4)n3)cc2)CC1 | 11 | -11
O=C1CCCN1CCn1cnc2c(NCCOc3ccccc3)nc(NCCN3CCOCC3)nc21 | -3 | 0
OC1CCN(c2ccc(Nc3nccc(-c4cc(F)cc(N5CCN(C6CC6)CC5)c4)n3)cc2)CC1 | 55* | 41*
COc1ccc(Nc2cc(-c3ccccc3F)nc(C)n2)cc1 | -13 | .
CCCCn1c(=O)c2c(ncn2CC(C)=O)n(CCCC)c1=O | 13 | .
COC(=O)c1c(NC(=O)c2ccccc2[N+](=O)[O-])sc(C)c1C | 5 | .

Continuation.
SMILES | ULK1 inh | ASK1 inh
Cn1c(Nc2cc(NCc3nc4ccccc4[nH]3)ncn2)nc2ccccc21 | 4 | -4
Nc1nn(-c2ccc(F)cc2)c2cc(-c3nn[nH]n3)ccc12 | -5 | -10
NC(=O)c1cccnc1 | -13 | .
CCCCCOC(=O)Nc1nc(=O)n([C@@H]2O[C@H](C)[C@@H](O)[C@H]2O)cc1F | 9 | .
c1csc(-c2nccc(NC3CC3)n2)c1 | 0 | -2
CC(C)c1ncn(-c2ccc(Nc3nccc(-c4cccc(N5CCOCC5)c4)n3)cc2)n1 | -2 | 10
FC(F)(F)c1ccc(Cn2cnc3c(NCCOc4ccccc4)nc(Cl)nc32)cc1 | -25 | -12
O=C(NC1CCN(Cc2ccccc2)CC1)c1ccnc(-c2ccc3[nH]ccc3c2)c1 | 4 | 2
Cc1cc(Nc2ccccc2)nc(Nc2cnccn2)n1 | 2 | 10
O=C(NCc1ccccc1)c1csc(N2CCN(c3ccccn3)CC2)n1 | 4 | -8
O=C(COc1ccccc1)Nc1ccc(-c2cn[nH]c2)cc1 | -8 | -5
COc1cc(Nc2nc(NCCN3CCOCC3)nc3c2ncn3-c2ccsc2)cc(OC)c1OC | 3 | 2
O=C(NC1CC1)c1ccc(-c2nc3ncnc(NCCOc4ccccc4)c3[nH]2)cc1 | 2 | -8
CC(C)N(CCNc1nc(Nc2ccccc2)nc2c1ncn2CCN1CCCC1=O)C(C)C | -10 | -9
NC(=O)c1ccccc1Nc1cc(NC(=O)C2CCc3ccccc32)ncc1C(F)(F)F (stereo unspecified) | 3 | -14
COc1ccc(-c2nc(NCCN(C(C)C)C(C)C)c3[nH]cnc3n2)cn1 | -3 | -1
CC(Cc1cccs1)Nc1nccc(Nc2ccncn2)n1 (stereo unspecified) | 31 | 5
Cc1cnc(-c2ccccc2)nc1NCc1nc2ccccc2[nH]1 | -6 | -11
O=C(Cc1cn(-c2ccc(Cl)nn2)c2ccccc12)NCCCN1CCCC1=O | -11 | -1
OCC1CCCN1c1nc(NCc2nc3ccccc3[nH]2)c2ncn(C3CCCCC3)c2n1 (stereo unspecified) | -2 | -5
CCN(CC)c1nc(NCCc2ccc(O)cc2)nc(N2CCC(N3CCOCC3)CC2)n1 | 5 | -14
N=C(N)N1CCc2ccccc2C1 | -2 | .
COc1ccc(-c2nc(NCc3nc4ccccc4[nH]3)c3[nH]cnc3n2)cc1 | -8 | -7
O=C1CCCN1CCCNc1nc(Nc2ccccc2)nc2c1ncn2Cc1ccc(C(F)(F)F)cc1 | -67 | -1
O=C(Nc1ccccc1)c1cccc(-c2ccc(N3CCOCC3)nc2)n1 | -9 | -5

Next section.
SMILES | ULK1 inh | ASK1 inh
O=C(O)COc1cc(OCC(=O)O)c2c(=O)cc(-c3ccccc3)oc2c1 | 2 | .
CC(C)n1cnc2c(NCCCN3CCOCC3)nc(-c3ccccc3)nc21 | 3 | -8
COc1nc(NCc2ccccc2)nc(-c2ccc(C(=O)NC3CC3)cc2)n1 | -10 | 12
c1cc(Nc2nccs2)cc(Nc2ccc(N3CCOCC3)cc2)n1 | 14 | -3
COc1cc2nc(Nc3ccncc3)nc(Nc3ccc(NC(C)=O)cc3)c2cc1OC | -15 | 8
CCCCCCCC/C=C\CCCCCCCC(=O)NCc1ccc(O)c(OC)c1 | -9 | .
CC(C)n1cnc2c(NC3CC3)nc(N3CCc4ccccc4C3)nc21 | 12 | 25
CCN(CC)c1nc(NCCCN2CCCC2=O)nc(Nc2cccc(N(C)C)c2)n1 | 3 | 6
Cc1cnc(NCCN2CCOCC2)nc1NCCN(C(C)C)C(C)C | 2 | 1
COc1cc2nc(N3CCc4ccccc4C3)nc(NCc3cccc(C(F)(F)F)c3)c2cc1OC | 3 | 7
CCn1c(C(N)c2ccc(Cl)cc2)nc2cc(F)c(-c3ccnc(N)n3)cc21 (stereo unspecified) | 10 | -3
CC(C)N(CCNC(=O)Cc1cn(-c2ccc(N3CCC(N4CCOCC4)CC3)nn2)c2ccccc12)C(C)C | -20 | 11
O=C(NCc1ccccc1)c1ccc2nc(Br)sc2c1 | 11 | -9
O=C(Nc1ccc(-c2cn[nH]c2)c(Cl)c1)[C@H]1COc2ccccc2O1 | -19 | 11
CC(C)n1cnc2c(NC3CCN(Cc4ccccc4)CC3)nc(Nc3cnccn3)nc21 | 20 | 10
O=C(NCc1cccnc1)c1cccc(Nc2ccc(-n3ccnc3)cc2)n1 | 2 | 0
NC(C(=O)N1CCC(C(=O)Nc2ccc3[nH]ncc3c2)C1)c1cccc(Cl)c1 (stereo unspecified) | 5 | -1
Oc1ccc(CCNc2cc(-c3cccs3)ncn2)cc1 | 10 | 1
COc1cc2nc(NC3CCN(Cc4ccccc4)CC3)nc(NCCN(C(C)C)C(C)C)c2cc1OC | 0 | 0
CN1C(CCl)Nc2cc(Cl)c(S(N)(=O)=O)cc2S1(=O)=O (stereo unspecified) | -8 | .
CC(=O)N1CCC(Nc2ncc3cccc(-c4ccc(C)nc4)c3n2)CC1 | 11 | -5
c1ccc(CN2CCC(Nc3nc(Nc4nccc5ccccc45)nc4c3ncn4C3CCCCC3)CC2)cc1 | 7 | 0
CC(C)n1cnc2c(NC3CC3)nc(N3CCN(c4ccccn4)CC3)nc21 | 14 | 43*
CN(C)CCNC(=O)c1ccc2c(c1)CC(c1nc3ncc(-c4ccnc(N)n4)cc3[nH]1)CO2 (stereo unspecified) | 6 | 11
O=C(O)c1cc(=O)c2c(OCC(O)COc3cccc4oc(C(=O)O)cc(=O)c34)cccc2o1 | 3 | .

(more compounds)
SMILES | ULK1 inh | ASK1 inh
O=C(Nc1cc(-c2ccncc2)c[nH]c1=O)c1cccc2c1OCCO2 | -16 | -2
Cc1noc(C)c1-c1nc(NCCCN2CCCC2=O)c2ncn(Cc3ccc(C(F)(F)F)cc3)c2n1 | -2 | -17
FC(F)(F)c1ccc(Cn2cnc3c(NCc4nc5ccccc5[nH]4)nc(Nc4ccncn4)nc32)cc1 | 6 | -2
c1ccc(-n2cnc3c(Nc4ccc(N5CCOCC5)cc4)nc(Nc4ccc(-n5ccnc5)cc4)nc32)cc1 | 17 | -5
COc1cccc(CNC(=O)Nc2c(F)cc(-c3cn[nH]c3)cc2F)c1 | -13 | -20
Oc1ccc(-c2ncc(-c3cnccn3)c(-c3ccncc3)n2)cc1 | -2 | .
